# UBC13 inh: UBC13 polyubiquitin chain formation inhibitors, primary screen, biochemical, TR-FRET, uHTS. Ubiquitin-conjugating enzyme E2 N (Homo sapiens), P61088. inhibition, % at 20 µM. actives 0.47% (n = 330,000); in the data active = inhibition above about 45%, passing the limit was not always enough
# Target sequence (P61088 whole entry, looked up): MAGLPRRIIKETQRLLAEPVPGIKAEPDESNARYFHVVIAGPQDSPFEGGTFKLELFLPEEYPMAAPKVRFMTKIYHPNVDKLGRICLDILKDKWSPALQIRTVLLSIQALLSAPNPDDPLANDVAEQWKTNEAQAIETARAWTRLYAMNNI
# Gli-Sufu antag: Gli-Sufu pathway antagonists, primary screen, luciferase luminescence, Sufu-KO-LIGHT cells, uHTS; Sufu-KO-LIGHT fibroblasts, Gli luciferase reporter luminescence; inhibition, % at 5 µM; actives 0.74% (n = 340,000); AID 588413, 2011;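 active = inhibition above about 55%, limit read from the data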;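 also: 0% = DMSO-treated cells and 100% = wells with medium but no cells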
# CCR6 antagonist: CCR6 receptor antagonists, primary screen, cell-based, CHO-K1, luminescence, beta-arrestin, uHTS. inhibition, % at 20 µM. C-C chemokine receptor type 6 (Homo sapiens), P51684. actives 0.49% (n = 340,000). CHO-K1 CCR6 PathHunter beta-arrestin, CCL20-stimulated;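 active = compounds whose inhibition of the agonist-driven luminescence signal at 20 µM reaches about 50%, limit read from the data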;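 also: cells stimulated with CCL20 at 14 nM final; plate controls were DMSO with CCL20 for no effect and DMSO without agonist for full effect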
# Apaf1 inhib: inhibitors of human Apaf-1 apoptosome, primary screen, biochemical, DEVD-Rh110 fluorescence, uHTS. inhibition, % at 20 µM. actives 0.71% (n = 330,000). reconstituted apoptosome caspase-3 activity. AID 489030, 2010; active = inhibition of at least 40% at 20 µM;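 also: plate controls were DMSO wells for no effect and DEVD-CHO caspase inhibitor wells for full effect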
#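 Assay system: Apoptosome proteins | Medium: pH 7.5 Hepes buffer with CHAPS, BSA, DTT | Also added: Cytochrome c and DEVD-Rh110 substrate | Times: 30 min plus 50 min, RT | Detection: Rhodamine 110 fluorescence at Ex 480/Em 540 nm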
# EBI2 block: EBI2 receptor antagonists, beta-arrestin recruitment, primary screen, cell-based, luminescence, 7a,25-OHC stimulation, uHTS; G-protein coupled receptor 183 (Homo sapiens), P32249; 7a,25-OHC stimulated; inhibition, % at 5 µM; actives 0.81% (n = 360,000); AID 651636, 2012; in the data active = inhibition above about 38%;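 also: enzyme fragment complementation signal reports receptor beta-arrestin coupling in cells; 0% = agonist plus DMSO wells and 100% = wells without agonist; some results beyond the cut were filed as inactive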
# Target sequence (P32249 whole entry, looked up, the tested form may be a part): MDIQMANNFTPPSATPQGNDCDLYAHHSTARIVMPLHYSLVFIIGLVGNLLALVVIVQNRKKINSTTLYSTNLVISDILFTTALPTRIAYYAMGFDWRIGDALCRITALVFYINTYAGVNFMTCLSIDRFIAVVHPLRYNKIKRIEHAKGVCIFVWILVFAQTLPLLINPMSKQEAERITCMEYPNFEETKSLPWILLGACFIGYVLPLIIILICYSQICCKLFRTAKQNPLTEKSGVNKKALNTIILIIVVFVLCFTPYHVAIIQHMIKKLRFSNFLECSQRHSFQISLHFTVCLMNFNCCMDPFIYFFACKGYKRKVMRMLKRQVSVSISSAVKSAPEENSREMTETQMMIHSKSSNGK
# 697 NFkB inh: inhibitors of PMA/ionomycin-induced NF-kB reporter, 697 cells, primary screen, B-cell NF-kB inhibitor project, cell-based, luminescence, uHTS; AID 435022, 2010; 697 B-cell NF-kB luciferase reporter, 16 h; inhibition, % at 4 µM; actives 0.33% (n = 330,000); in the data active = inhibition above about 35%
# SENP8 block: SENP8 protease inhibitors, primary screen, biochemical, luminescence. Sentrin-specific protease 8 (Homo sapiens), Q96LD8. purified SENP8, Z-RLRGG-aminoluciferin cleavage. inhibition, % at 10 µM. actives 1.2% (n = 330,000)
# Target sequence (Q96LD8 whole entry, looked up): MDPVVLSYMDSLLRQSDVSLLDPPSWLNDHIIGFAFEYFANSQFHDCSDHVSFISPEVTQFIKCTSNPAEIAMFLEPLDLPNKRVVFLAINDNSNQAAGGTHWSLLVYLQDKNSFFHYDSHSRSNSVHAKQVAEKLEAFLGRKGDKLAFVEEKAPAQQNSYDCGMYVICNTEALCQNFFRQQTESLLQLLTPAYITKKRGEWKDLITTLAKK
# Jurkat NFkB inh: inhibitors of induced NF-kB luciferase reporter, primary screen, TCR NF-kB activation inhibitor project, cell-based, luminescence, uHTS | actives 0.53% (n = 330,000) | inhibition, % at 4 µM | AID 435003, 2010 | Jurkat, PMA/ionomycin-induced NF-kB luciferase reporter
# An asterisk follows results filed as active; nt = no result given. Rule as the data show it, unless noted: active = inhibition above about 50%; inactive = the rest. Only part of the results is shown; the hit share may differ from the screen's.
SMILES,UBC13 inh,Gli-Sufu antag,CCR6 antagonist,Apaf1 inhib,EBI2 block,697 NFkB inh,SENP8 block,Jurkat NFkB inh
CN(Cc1ccsc1)C(=O)Cn1cc(Br)ccc1=O,-4,-31,22,9,2,-29,-12,-37
COc1ccc(C(NC(=O)c2ccccc2F)NC(=O)c2ccccc2F)cc1,4,-3,-7,-2,-14,7,-1,9
COCCCNc1nc2ccccc2nc1NS(=O)(=O)c1ccc(F)cc1,-2,6,-2,0,3,19,2,6
CCOC(=O)N1CCN(S(=O)(=O)c2ccc(OC)c(Br)c2)CC1,-4,-7,7,4,-6,17,-3,3
Cc1ccc(-n2cc(CN(C)Cc3ncc[nH]3)c(-c3cccc(C)c3)n2)cc1,11,21,16,24,5,-17,-6,-3
CN1CCc2nc3ccc(Cl)cc3c(-c3ccccc3Cl)c2C1,3,2,3,4,9,2,-1,14
O=C(Nc1nnc(SCC(=O)N2CCOCC2)s1)C1CC(=O)N(c2ccc(F)cc2)C1 (stereo not given),-8,5,-4,5,-5,-1,3,-15
COc1ccc(NC(=O)CNC(=O)c2nn(-c3ccc(OC)c(OC)c3)c(=O)c3ccccc23)c(OC)c1,8,14,-5,4,-49,16,-8,6
Cc1cc(=O)n2nc(N3CCCC(C(=O)N4CCOCC4)C3)sc2n1 (stereo not given),2,-8,-9,-14,-2,21,2,4
O=C(O)C1CCc2sc3[nH]c(=S)n(-c4ccccc4)c(=O)c3c21 (stereo not given),18,4,11,-16,7,-7,-3,-7
O=C(COc1ccc(F)cc1)N(c1ccccn1)C1CCCCC1,6,2,-8,6,3,21,-2,-3
Cn1cnc(S(=O)(=O)NC2CCN(Cc3ccccc3)CC2)c1,-4,4,7,6,4,-11,6,10
CCCCC(=O)Nc1nnc(S(=O)(=O)N(C)Cc2ccco2)s1,-3,-8,6,-4,1,-13,4,3
CC1(C)Cc2nc3sc4c(OCc5ccccc5)ncnc4c3cc2CO1,14,-6,6,17,7,-8,-2,-5
O=C(CNC(=O)c1ccco1)NCC(=O)OCc1cccc(C(=O)Oc2ccccc2)c1,6,-9,14,-3,-5,7,0,-3
Fc1cccc(Cl)c1CNCCCSc1ncccn1,2,-1,4,-11,2,-54,9,-44
Cn1c(CCc2ccccc2)nnc1SCC(=O)N1CCCC1,5,1,3,-15,2,12,-6,12
S=C(NCc1ccc(Cl)cc1)Nc1ccccc1Cl,0,-3,3,0,-6,-1,-4,1
COc1ccc(NC(=O)c2ccccc2Cl)c(NC(=O)c2ccco2)c1,4,-14,-4,5,-6,27,-5,13
COc1ccc(C(O)P(=O)(OCC(C)C)c2ccc(N(C)C)cc2)c(OC)c1 (stereo not given),0,3,12,9,3,-28,-3,-11
CN(C(=O)COC(=O)C1CCN(S(=O)(=O)c2ccc3c(c2)OCCO3)CC1)c1ccccc1,0,-9,5,11,-8,11,-11,17
O=C(CSc1nc(=O)n(CCCN2CCOCC2)c2c1CCCC2)Nc1cccc(F)c1,7,19,0,3,7,-11,2,7
COc1ccc([C@H]2CC(=O)c3c(O)cc(O)cc3O2)cc1O,2,0,-2,-27,0,3,-4,8
COc1ccc(NC2=CC(=O)CC(c3ccccc3)C2)c(OC)c1 (stereo not given),-10,-10,15,-2,22,-54,-19,19
Cc1cc(Br)c(S(=O)(=O)NCc2cccnc2)cc1C,8,-3,-5,-9,3,4,-3,0

# The closing 4 entries of the section above come first, to join the parts.
SMILES,UBC13 inh,Gli-Sufu antag,CCR6 antagonist,Apaf1 inhib,EBI2 block,697 NFkB inh,SENP8 block,Jurkat NFkB inh
O=C(CSc1nc(=O)n(CCCN2CCOCC2)c2c1CCCC2)Nc1cccc(F)c1,7,19,0,3,7,-11,2,7
COc1ccc([C@H]2CC(=O)c3c(O)cc(O)cc3O2)cc1O,2,0,-2,-27,0,3,-4,8
COc1ccc(NC2=CC(=O)CC(c3ccccc3)C2)c(OC)c1 (stereo not given),-10,-10,15,-2,22,-54,-19,19
Cc1cc(Br)c(S(=O)(=O)NCc2cccnc2)cc1C,8,-3,-5,-9,3,4,-3,0
CSc1ncccc1C(=O)OCC(=O)NCc1ccc2c(c1)OCO2,0,-3,8,0,-7,-5,8,-7
Cc1cc(C)n2nc(/C(C#N)=C/c3ccccn3)c(C#N)c2n1,-2,10,13,3,39,-34,-7,24
COc1ccc(N(CC(=O)NC2CCCC2)C(=O)c2ccc(N3CCCCC3)nc2)cc1,3,-1,9,2,15,15,-1,14
CC1(CO)COC2(OC1)C(=O)Nc1ccccc12 (stereo not given),4,-2,2,-6,1,4,0,6
COc1ccc(-c2[nH]ncc2-c2csc(C)n2)c(O)c1,5,-7,-19,6,-8,2,-1,-4
Cc1occc1C(=O)O/N=C(\N)c1ccc(Cl)cc1,6,-7,-6,-6,0,-55,31,-46
CCc1ccc(CN(Cc2cccnc2)C(=O)/C=C/c2ccc(OC)cc2)cc1,2,27,15,33,62*,-13,-1,11
O=C(N/N=C/c1cn(-c2cccs2)nc1-c1ccccc1)c1ccccc1O,-16,-15,26,15,0,-29,2,-27
Cc1[nH]c2ccccc2c1C(=O)COC(=O)c1nccnc1N,7,-14,6,-9,8,5,-1,13
CN(C)N1C(N)=C(C#N)C(c2ccccc2Cl)C2=C1CCCC2=O (stereo not given),5,-2,6,-5,-9,12,-3,-2
O=C(CN(Cc1ccc(F)cc1)C(=O)Cn1nnc2ccccc21)NCC1CCCO1 (stereo not given),1,1,-3,-23,-3,1,5,-18
Cc1cc(C(=O)Nc2sccc2C(N)=O)c(C)o1,12,-6,-2,-9,-8,0,-4,1
COc1ccc(-n2nnnc2SCC(=O)Nc2c(C)n[nH]c2C)cc1,6,-7,11,4,-6,1,0,-3
CCOC(=O)c1oc2ccc(S(=O)(=O)n3nc(-c4ccccc4)cc3N)cc2c1C,-18,47,6,1,1,-13,-7,33
CCOC(=O)c1c(N2C(=O)Nc3cc(Cl)c(Cl)cc3N2O)sc2c1CCCCC2,-6,-4,-3,19,8,19,14,-9
COC(=O)[C@H](Cc1c[nH]c2ccccc12)NC(=O)Cc1c[nH]c2ccccc12,7,nt,5,-1,-5,11,7,-12
Nc1nnc(-c2ccc(Cl)cc2)s1,-8,-20,0,-9,2,-30,-15,-21
CCN(C(=O)CN1CCN(c2ccc(OC)cc2)CC1)c1c(N)n(Cc2ccccc2)c(=O)[nH]c1=O,1,-7,-2,-6,-4,14,5,0
COc1ccc(-c2cc(-c3nc4ccccn4c3NCc3ccccc3)ccc2OC)cc1,28,90*,7,26,-132,22,-6,3
NNC(=O)CN1C(c2ccccc2)=Nc2ccc(Br)cc2C1c1ccccc1 (stereo not given),2,-7,7,0,2,15,0,11
COc1ccc(NC(=O)N2CCN(c3cccc(C(F)(F)F)c3)CC2)cc1OC,7,34,2,-3,-2,-4,3,9
O=c1c2ccccc2c(C=NCc2ccccn2)c(O)n1-c1ccccc1Cl,20,7,0,-10,-4,-7,-5,6
N/C(Cc1cccc2ccccc12)=N\OC(=O)COc1ccccc1,-16,-7,-8,14,7,4,2,-5
CCCCP(=O)(CCCC)Cc1ccccc1,-4,-6,-18,5,-1,8,0,8
CSc1nsc(SCC(=O)Nc2cccc(NC(C)=O)c2)n1,2,18,10,3,5,4,-1,-10

# Quoted at random: three compounds from above
SMILES,UBC13 inh,Gli-Sufu antag,CCR6 antagonist,Apaf1 inhib,EBI2 block,697 NFkB inh,SENP8 block,Jurkat NFkB inh
CSc1ncccc1C(=O)OCC(=O)NCc1ccc2c(c1)OCO2,0,-3,8,0,-7,-5,8,-7
Cc1cc(C)n2nc(/C(C#N)=C/c3ccccn3)c(C#N)c2n1,-2,10,13,3,39,-34,-7,24
COC(=O)[C@H](Cc1c[nH]c2ccccc12)NC(=O)Cc1c[nH]c2ccccc12,7,nt,5,-1,-5,11,7,-12

# Continued:
SMILES,UBC13 inh,Gli-Sufu antag,CCR6 antagonist,Apaf1 inhib,EBI2 block,697 NFkB inh,SENP8 block,Jurkat NFkB inh
CCOC(=O)CC1NC(=O)c2ccccc21 (stereo not given),-3,1,16,5,-1,-10,4,8
Cc1ccc(NC(=O)CN2CCc3cc4c(cc3C2C)OCCCO4)cc1 (stereo not given),2,8,22,7,1,-5,-2,-22
S=C1NCN(CCc2ccccc2)CN1,-4,1,4,11,-8,1,2,1
Cc1ccc2c(c1)c1ncn(Cc3ccc(F)cc3)c(=O)c1n2C,8,-5,0,1,10,-10,-4,1
Cc1cc(=O)cc(C)[nH]1,6,6,4,-15,9,14,-1,4
CC(C)c1ccc(Nc2nc(Cl)nc(NCc3ccco3)n2)cc1,13,10,4,-13,11,-12,-2,4
COc1ccc(CN2CCN(C(=O)c3cccs3)CC2)cc1,-8,4,0,-5,-18,3,-5,8
Clc1cccc(C2CCN(Cc3nc(COc4ccccc4)no3)C2)c1 (stereo not given),8,-16,24,-16,7,0,9,9
O=S(=O)(c1c(Cl)sc(Cl)c1Br)N1CCCC1,-2,-9,3,-1,-6,4,-8,0
C[C@@H]1CC[C@]2(O[C@H](CCO)C[C@H](O)[C@H]2O)O1,-28,-2,-6,-3,-16,9,-5,3
O=C(Nc1cccc2c1CCCC2)C1CCCN(S(=O)(=O)c2cccc3nonc23)C1 (stereo not given),-13,5,6,1,3,5,-3,0
c1ccc2c(c1)ncn2-c1ccc(-c2ccnc3ncnn23)cc1,9,5,-1,-2,9,25,7,-9
CCOc1ccc(Br)cc1C(=O)N/N=C/c1cccc(C)n1,-6,-7,3,5,0,1,-4,-16
Oc1cccc(/C=N/n2c(C3CCCCC3)n[nH]c2=S)c1,-2,6,10,8,8,8,-2,-16
COCCNC(=O)c1nn2c(C(F)(F)F)cc(-c3ccccc3)nc2c1Cl,11,2,-6,2,-9,2,12,-6
COc1cc(/C=C2\SC(=Nc3ccc(N4CCOCC4)cc3)N(C)C2=O)ccc1OC(C)C(=O)O (stereo not given),-24,5,19,-4,0,0,13,-3
COc1cccc(-c2nn(C)c3sc(C(=O)NCCCN(C)Cc4ccccc4)cc23)c1,53*,nt,4,9,11,-12,-2,-3
CCCCCn1c(SCCCC)nc2c1c(=O)[nH]c(=O)n2C,8,18,12,11,17,-19,-3,10
CC(OC(=O)CCc1nc2ccccc2c(=O)[nH]1)C(=O)c1ccc(Br)cc1 (stereo not given),6,-13,7,-5,-2,-8,-4,0
CN(Cc1ccco1)c1ncnc2ccc(-c3ccc4c(ccn4C)c3)cc12,22,19,2,25,-7,-27,3,44
c1ccc2c(CCNc3ncnc4nc[nH]c34)cccc2c1,6,-24,-13,-7,-8,-29,-1,15
COc1ccc(CC(=O)OCc2cc3ccc(C)cc3[nH]c2=O)cc1,9,5,15,6,1,15,-5,1
CCc1ccc(C(=O)COC(=O)CNC(=O)c2ccc(Br)o2)cc1,5,-3,12,-11,-5,4,-5,-6
CCOP(=O)(OCC)c1nc(-c2cccc3ccccc23)oc1N1CCOCC1,29,10,4,4,1,2,-3,4
Cc1cc(C)c(C)c(S(=O)(=O)Nc2cccc(-n3cnnn3)c2)c1C,-2,-6,-1,14,3,-16,12,4
O=C(Nc1cccc(S(=O)(=O)N2CCCC2)c1)c1cccc(S(=O)(=O)N2CCOCC2)c1,14,12,-3,-2,-6,11,3,9
COc1ccccc1CNC(=O)C1CCC(CNc2c(N3CCOCC3)c(=O)c2=O)CC1 (stereo not given),-6,11,-10,6,-4,0,4,4
CC(C)C(=O)Nc1ccc(NC(=S)NC(=O)c2cc3ccccc3o2)cc1,-8,-18,22,4,-3,-12,-5,11
CCN1CCN(S(=O)(=O)c2ccc(Cl)c(C(=O)NCCOc3ccc(C)cc3)c2)CC1,-2,8,7,2,3,-14,-6,16
